High-throughput results (PubChem)
aSyn UTR inh – 5' untranslated region of α-synuclein, MLPCN primary screen; AID 1813; inhibition, % (tested at 7.5 µM); alpha-synuclein 5'UTR reporter, inhibitor activity; 0.82% of 300,000 active; in the data active means inhibition above about 60%; inconclusive means no clear call, values can overlap the other calls;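 further: H4 neuroglioblastoma cells stably carrying SNCA 5'UTR luciferase fusion; 0% = DMSO wells and 100% = positive control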
HSF-1 act – increases HSF-1 driven luciferase reporter signal | NIH3T3-HGL HSF-1 luciferase reporter, MG132, 8 h; 100% = twice DMSO control signal | activation, % at 9 µM | 1.7% of 300,000 active | AID 504408;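 active means mean replicate activation of at least 50% with a set share of replicates each reaching 50%; inconclusive means only one of those two conditions met; inactive means mean below 50% and too few replicates reaching it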;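 further: 0% = median of the neutral control wells and 100% = twice that signal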
HSP90 refold inh – HSP90 refolding inhibition in rabbit reticulocyte lysate; luciferase refolding luminescence, 3 h; AID 1789; inhibition, % at 5.6 µM; 0.91% of 290,000 active;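 active means inhibition above the screen-wide mean plus 3 SD, computed separately per campaign, cut at about 16% in these data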;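 further: 0% = DMSO wells and 100% = 60 µM geldanamycin wells; inhibitors lower the luminescence because luciferase stays unfolded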
AI-2 QS modul – Vibrio harveyi AI-2 quorum sensing modulation | Vibrio harveyi JMH597 AI-2 luminescence/OD600 ratio, 9 h; active compounds read low; strain lacks LuxN and CqsS sensors; 0 = neutral-control median | activity change, % at 7.5 µM | AID 2094 | 0.4% of 300,000 active; in the data active means activity change below about -75%, passing the limit was not always enough; inconclusive means no clear call, values can overlap the other calls;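 further: luminescence divided by OD600 gain over 9 h not by final OD600 alone; inactives centre near 13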
HDAC3 inh – blocks human histone deacetylase 3; O15379; recombinant HDAC3, fluorogenic peptide/trypsin coupled, fluorescence; inhibition, % at 8.3 µM; 0.15% of 320,000 active; AID 2718; in the data active means inhibition above about 26%, passing the limit was not always enough; inconclusive means no clear call, values can overlap the other calls
Target sequence (O15379 whole entry, looked up): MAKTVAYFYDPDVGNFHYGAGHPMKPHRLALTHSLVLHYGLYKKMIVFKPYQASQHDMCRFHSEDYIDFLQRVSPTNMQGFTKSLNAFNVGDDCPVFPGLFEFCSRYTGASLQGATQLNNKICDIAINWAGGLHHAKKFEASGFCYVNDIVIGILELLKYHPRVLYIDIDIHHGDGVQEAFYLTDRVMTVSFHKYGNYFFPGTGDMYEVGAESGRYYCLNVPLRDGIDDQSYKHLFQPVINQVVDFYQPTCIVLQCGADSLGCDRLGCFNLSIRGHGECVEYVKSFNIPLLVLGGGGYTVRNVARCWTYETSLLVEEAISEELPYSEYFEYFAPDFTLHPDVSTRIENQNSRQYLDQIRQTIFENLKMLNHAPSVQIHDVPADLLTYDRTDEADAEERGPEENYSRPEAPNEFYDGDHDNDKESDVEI
Platelet DG rel – platelet dense granule release activity; AID 1663; 0.22% of 300,000 active; inhibition, %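 (compounds screened at 7.5 µM in platelet-rich plasma)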; human platelet-rich plasma, SFLLRN dense granule ATP release, luminescence;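 active means mean replicate score, as percent of positive control, at or above 50; inconclusive means mean below 50 but at least one replicate at or above 50; inactive means mean and every replicate below 50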
HSF1 inh – HSF1 inhibition | NIH3T3-HGL HSE-luciferase, MG132-induced, luminescence 8 h; active compounds read low | activity change, negative = inhibition, % at 7.5 µM (by protocol) | 0.77% of 300,000 active | AID 2098;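 active means more than half of replicate wells show activity change below -50%, luminescence cut by over half; inconclusive means some wells, but at most half, below -50%; inactive means no replicate well below -50%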;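 further: luciferase reports HSF-1 transcriptional activity via heat shock element; 0% = median of DMSO wells and -100% = zero luminescence signal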
HIF act – HIF pathway transcriptional activation; U2OS HRE-luciferase reporter, luminescence; normalized: DMSO 0%, desferrioxamine 100%; activation, % at 7.5 µM (by protocol); 0.32% of 300,000 active;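 active means mean activation of at least 10% of the iron chelator positive control signal, with at least half of replicates also reaching 10%; inconclusive means mean and replicate majority disagree about reaching 10%; inactive means mean and most replicates under 10%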
KLF5 inh – kruppel-like factor 5 inhibition | DLD-1 KLF5 promoter-luciferase reporter, luminescence | AID 1700 | 0.23% of 290,000 active | inhibition, % at 5 µM;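 active means inhibition above a per-plate limit of that plate's mean compound inhibition plus 3 SD, cut at about 60% in these data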;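 further: 0% = DMSO wells and 100% = LY294002 at 200 µM; higher means less KLF5 promoter-driven luciferase light; inactives centre near -14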
IEC-6 tox – kills IEC-6 intestinal cells in KLF5 counter-screen | 0.78% of 290,000 active | IEC-6 cytotoxicity, luminescence viability | inhibition, % at 5 µM; in the data active means inhibition above about 22%;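 further: 0% = plate median of test compound wells and 100% = cytotoxic reference compound wells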
* marks the source's active call; other numbers are inactive results; ? = inconclusive; · = no result given. An unsorted share of the library; 5% or so of the library scored in one or more.

SMILES	aSyn UTR inh	HSF-1 act	HSP90 refold inh	AI-2 QS modul	HDAC3 inh	Platelet DG rel	HSF1 inh	HIF act	KLF5 inh	IEC-6 tox
CCOC(=O)C1=NOC(Cn2cc(C(C)=O)c(=O)[nH]c2=O)C1 (stereo unspecified)	-1	-2	-1	10	3	1	-2	-1.1	-19	5
NC(=O)C1(N2CCCCC2)CCN(S(=O)(=O)c2cc(Cl)ccc2Cl)CC1	11	-1	3	56	-2	0	3	0.0	-24	-7
NC(=O)C(c1ccccc1)c1ccc(C(=O)c2ccccc2)cc1 (stereo unspecified)	0	5	0	11	-2	13	-4	-0.2	7	6
Cc1cccc(-n2c(SCC(=O)NC3CCCC3)nnc2-c2ccoc2C)c1	5	17	0	11	-5	0	5	-0.6	-21	-1
COc1ccc(C2Oc3ccccc3N2C(C)=O)cc1 (stereo unspecified)	-17	10	-1	15	0	3	12	-0.1	-37	2
CCOC(=O)c1sc(=NC(=O)c2cccc(C)c2)n(C)c1C	-151	6	1	18	3	0	-1	2.6	-28	0
O=C(Cc1c[nH]c2ccccc12)OCCOC(=O)Cc1c[nH]c2ccccc12	7	5	1	6	13	-1	6	-0.3	-13	8
CCOc1cc(C2C(C(=O)c3ccco3)=C(O)C(=O)N2CC2CCCO2)ccc1O (stereo unspecified)	-7	-19	0	12	9	-2	-8	-1.0	-31	-2
Cc1cccc(N2CCN(S(=O)(=O)c3ccc4c(c3)CCCN4C(=O)C3CCC3)CC2C)c1 (stereo unspecified)	17	46	-1	8	7	7	39	-0.2	21	-9
COc1ccc(S(=O)(=O)N2CCCCC2)cc1NC(=O)c1cc(C)on1	-3	-11	-1	7	-2	-19	-3	-0.3	2	2
CCOC(=O)c1cc(NC(=O)c2c(C)noc2C)cc(C(=O)OCC)c1	18	-2	0	-1	0	8	-7	0.3	-15	-1
COc1cc(C(=O)O/N=C(\N)c2ccc([N+](=O)[O-])cc2)cc(OC)c1OC	8	24	1	9	-2	1	2	0.3	-22	3
COC(=O)c1sc(NC(=O)COc2ccccc2C)nc1C	-90	57*	3	-6	-7	-5	11	2.7	-11	1
O=C(CCn1ccc2ccccc21)NC1CCCc2ccccc21 (stereo unspecified)	27	16	15	3	-1	9	-1	-0.4	2	-2
CCn1c(SCC(=O)Nc2cc(C)on2)nnc1-c1ccc(C)cc1	7	-3	3	19	3	-3	4	0.0	-4	3
CC(C)(C)n1nnnc1C(c1cccs1)N1CCN(C(=O)c2ccco2)CC1 (stereo unspecified)	7	5	3	8	6	3	3	0.6	6	6
COc1ccc(N(Cc2cc3cc(C)ccc3[nH]c2=O)C(C)=O)cc1	12	2	2	22	12	5	0	0.4	-54	0
Cc1cc(C)n(S(=O)(=O)c2ccccc2)n1	-3	-14	2	24	1	-2	2	0.0	11	2
Cc1ccc(Cl)cc1NC(=O)CN1CCN(S(=O)(=O)N2CCOCC2)CC1	2	-2	3	9	-1	-7	0	-0.2	-21	0
COc1cccc(-c2cc(C(=O)Nc3ccc(N(C)C(C)=O)cc3)c3cc(Br)ccc3n2)c1	36	41	·	12	20	0	14	-0.2	·	·
COC(=O)[C@@H](Cc1ccccc1)NC(=O)NCCc1ccccc1	-11	23	6	3	0	·	-1	0.7	-17	-2
COC(=O)CSc1nc2sc3c(c2c(=O)[nH]1)CCC3	-4	17	-2	4	5	0	8	0.1	-3	-10
CCOC(=O)C1CCCN(C2CCN(Cc3nc(Cc4ccccc4)no3)CC2)C1 (stereo unspecified)	26	1	0	20	-13	-2	-5	-0.5	-39	-1
CCn1c(C)nc2cc(C(=O)NNS(=O)(=O)c3c(F)cc(F)c(Cl)c3F)ccc21	-15	28	-1	27	-1	4	5	-0.1	-8	4
COc1ccc(Nc2cc(C)nc(N3CCN(C(=O)c4ccc5c(c4)OCO5)CC3)n2)cc1	9	-8	·	16	6	5	-2	1.1	·	·
Cc1ccc(NC(=S)N/N=C/c2ccc(OCCC(C)C)cc2)c(C)c1	43	-8	4	9	1	-2	0	-0.3	-11	0
COc1cccc(C(=O)NCCCNC(=O)c2ccco2)c1	8	28	0	11	4	0	-3	2.7	-9	1
O=Cc1cn(CC(=O)N2CCc3ccccc32)c2ccccc12	21	-14	7	11	-6	0	-1	-0.5	-14	-6
C/C(=C/C(=O)NCc1ccccc1)C(=O)O	19	-6	2	12	10	-1	-4	-0.4	-1	-2
COc1ccc2c(c1)O[C@H](c1ccc3c(c1)OCO3)[C@@H](O)C2=O	-86	18	-1	6	?	0	12	3.2	-45	2
CC(C)(C)OC(=O)NCCCCC1=CC2=CC(=O)C(C)(O)C(=O)C2=CO1 (stereo unspecified)	19	-18	·	28	-5	0	-1	0.1	·	·
Cc1c(C(=O)N2CCCCC2)sc(N)c1C#N	11	-10	-2	3	-2	8	-5	-0.1	-10	-3
N=c1c2c3c(sc2nc2n1CCC2)CCCC3	10	9	5	-1	-2	-3	-5	-0.4	-11	7
S=C(Nc1cccnc1)Nc1ccccc1Br	-1	-12	26*	-8	-7	-5	-4	0.2	-6	-8
COc1ccc(C(=O)N/C(=C\c2cn(C)c3ccccc23)C(=O)OCC(C)C)cc1	-24	9	2	12	4	10	-1	-0.1	-7	-5
C=C(c1ccccc1)c1ccccc1N	13	-7	·	20	5	3	-3	-0.7	·	·

Three records drawn at random from the list so far, as already listed:
SMILES	aSyn UTR inh	HSF-1 act	HSP90 refold inh	AI-2 QS modul	HDAC3 inh	Platelet DG rel	HSF1 inh	HIF act	KLF5 inh	IEC-6 tox
Cc1cccc(-n2c(SCC(=O)NC3CCCC3)nnc2-c2ccoc2C)c1	5	17	0	11	-5	0	5	-0.6	-21	-1
COc1ccc(Nc2cc(C)nc(N3CCN(C(=O)c4ccc5c(c4)OCO5)CC3)n2)cc1	9	-8	·	16	6	5	-2	1.1	·	·
CC(C)(C)n1nnnc1C(c1cccs1)N1CCN(C(=O)c2ccco2)CC1 (stereo unspecified)	7	5	3	8	6	3	3	0.6	6	6

(next part)
SMILES	aSyn UTR inh	HSF-1 act	HSP90 refold inh	AI-2 QS modul	HDAC3 inh	Platelet DG rel	HSF1 inh	HIF act	KLF5 inh	IEC-6 tox
OCCOCCN1CCN(C(=S)Nc2ccccc2)CC1	-22	10	0	4	4	5	4	0.2	-15	3
Cc1cccc(OCC(=O)NCC2CCCO2)c1C (stereo unspecified)	-10	-3	4	14	1	8	-6	0.1	-17	1
CCOc1ccccc1N(CC(=O)Nc1ccc(S(=O)(=O)N2CCOCC2)cc1)S(=O)(=O)c1ccc(Cl)cc1	14	-4	-3	5	3	-1	-6	-0.1	-13	1
CC(C)C(NC(=O)c1ccccc1NC(=O)c1ccco1)C(=O)NNC(=O)c1ccncc1 (stereo unspecified)	-12	15	-3	21	-3	5	-6	0.2	-20	-4
C=CCn1c(SCC(=O)N2CCN(CCO)CC2)nc2sc3c(c2c1=O)CCC3	8	-3	-2	16	-7	11	-4	-0.2	3	-7
CCc1nn(-c2cc(Cl)ccc2OC)c2c1C(=O)CCC2	-9	-16	-2	57	3	-1	-7	-36	11	-2
C=CCn1cccc(C(=O)Nc2ccc(OCC)cc2)c1=O	-155	41	-3	10	6	1	23	4.5	-49	-1
COc1ccc([N+](=O)[O-])cc1NC(=O)C(C)N(C)Cc1ccc(Br)cc1 (stereo unspecified)	13	8	0	10	·	-4	1	-0.9	-20	-5
CCNC(=O)COC(=O)c1cc(S(=O)(=O)N2CCCc3ccccc32)ccc1Cl	0	0	2	-12	-1	-3	-4	0.3	-5	-1
Cc1cccc(NC(=O)c2cccc(Cn3cc(Br)c([N+](=O)[O-])n3)c2)c1C	-13	2	1	16	11	-1	3	-0.2	-9	2
NC(=O)c1nsc(C(=O)N(CCCN2CCOCC2)C(C(=O)NC2CCCCC2)c2ccc(Cl)cc2)c1N (stereo unspecified)	-22	7	3	·	8	9	-2	0.3	4	3
COC(=O)c1ccc(COC(=O)CCc2nc(-c3ccccc3)c(-c3ccccc3)o2)cc1	-8	-1	1	-1	-4	9	-2	-0.2	-16	-1
CC(=O)OC(COc1cccc(C)c1)Cn1cnc2ccccc21 (stereo unspecified)	2	16	4	13	-4	4	11	-0.1	-37	-6
Cc1noc(C)c1C(=O)OCC(=O)Nc1ccccc1Oc1ccccc1	5	8	5	12	-5	20	12	0.2	-41	-1
N#CC1=C2SCN(c3ccccc3)CN2C(=O)CC1c1c(Cl)cccc1Cl (stereo unspecified)	-8	-14	3	13	61*	-4	4	0.8	-15	-6
CC(OC(=O)CCc1nc2ccccc2c(=O)[nH]1)C(=O)Nc1ncc(Cl)cc1Cl (stereo unspecified)	-16	-52	2	18	-3	2	-38	-0.7	-2	-2
CCOC(=O)c1c(NC(=O)c2ccc(N3C(=O)C4C5C=CC(C5)C4C3=O)cc2)sc2c1CCCC2 (stereo unspecified)	5	11	4	9	-1	0	-6	0.5	-30	-2
O=C1NC(=O)C(Cc2ccccc2)(c2cccnc2)N1 (stereo unspecified)	4	-1	4	8	-1	-8	-13	0.2	-12	0
CCN1CCN(C(=O)c2ccc3c(c2)N(Cc2ccc(C)cc2)CCS3)CC1	9	-1	-1	7	-14	-4	-1	0.5	-15	5
CCOC(CNC(=O)c1ccc2c(c1)nc(C)n2-c1cccc(F)c1)OCC	32	-3	-2	8	-4	0	-6	0.1	-22	4
CCn1nnnc1SCC(=O)NCc1ccco1	4	12	5	23	-1	3	0	-0.2	-42	-4

Filtered by structure, the entries above containing a Cl atom (9)
SMILES	aSyn UTR inh	HSF-1 act	HSP90 refold inh	AI-2 QS modul	HDAC3 inh	Platelet DG rel	HSF1 inh	HIF act	KLF5 inh	IEC-6 tox
NC(=O)C1(N2CCCCC2)CCN(S(=O)(=O)c2cc(Cl)ccc2Cl)CC1	11	-1	3	56	-2	0	3	0.0	-24	-7
Cc1ccc(Cl)cc1NC(=O)CN1CCN(S(=O)(=O)N2CCOCC2)CC1	2	-2	3	9	-1	-7	0	-0.2	-21	0
CCn1c(C)nc2cc(C(=O)NNS(=O)(=O)c3c(F)cc(F)c(Cl)c3F)ccc21	-15	28	-1	27	-1	4	5	-0.1	-8	4
CCOc1ccccc1N(CC(=O)Nc1ccc(S(=O)(=O)N2CCOCC2)cc1)S(=O)(=O)c1ccc(Cl)cc1	14	-4	-3	5	3	-1	-6	-0.1	-13	1
CCc1nn(-c2cc(Cl)ccc2OC)c2c1C(=O)CCC2	-9	-16	-2	57	3	-1	-7	-36	11	-2
CCNC(=O)COC(=O)c1cc(S(=O)(=O)N2CCCc3ccccc32)ccc1Cl	0	0	2	-12	-1	-3	-4	0.3	-5	-1
NC(=O)c1nsc(C(=O)N(CCCN2CCOCC2)C(C(=O)NC2CCCCC2)c2ccc(Cl)cc2)c1N (stereo unspecified)	-22	7	3	·	8	9	-2	0.3	4	3
N#CC1=C2SCN(c3ccccc3)CN2C(=O)CC1c1c(Cl)cccc1Cl (stereo unspecified)	-8	-14	3	13	61*	-4	4	0.8	-15	-6
CC(OC(=O)CCc1nc2ccccc2c(=O)[nH]1)C(=O)Nc1ncc(Cl)cc1Cl (stereo unspecified)	-16	-52	2	18	-3	2	-38	-0.7	-2	-2
